Screening data: PubChem BioAssay, several laboratories
CDK5 inh = inhibitors of human CDK5/p35 kinase. inhibition, % at 10 µM. Recombinant CDK5/p35, ADP-Glo luminescence, 60 min. actives 0.01% (n = 330,000);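 active means highest replicate inhibition of at least 50% and at least 75% of replicates reaching 50%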;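 further: plate controls were DMSO neutral control for no effect and GW8510 at 10 µM for full effect; many of its hits are not listed in these tables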
Target sequence (Q00535 whole entry, looked up): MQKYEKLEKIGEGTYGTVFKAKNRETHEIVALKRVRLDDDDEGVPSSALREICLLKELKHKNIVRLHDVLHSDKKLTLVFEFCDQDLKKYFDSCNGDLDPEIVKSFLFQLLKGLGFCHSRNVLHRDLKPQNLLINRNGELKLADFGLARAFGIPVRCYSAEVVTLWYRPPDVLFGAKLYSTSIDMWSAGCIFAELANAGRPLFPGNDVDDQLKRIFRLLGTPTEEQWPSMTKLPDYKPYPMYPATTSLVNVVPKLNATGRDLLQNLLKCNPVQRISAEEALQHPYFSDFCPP
Target sequence (Q15078 whole entry, looked up): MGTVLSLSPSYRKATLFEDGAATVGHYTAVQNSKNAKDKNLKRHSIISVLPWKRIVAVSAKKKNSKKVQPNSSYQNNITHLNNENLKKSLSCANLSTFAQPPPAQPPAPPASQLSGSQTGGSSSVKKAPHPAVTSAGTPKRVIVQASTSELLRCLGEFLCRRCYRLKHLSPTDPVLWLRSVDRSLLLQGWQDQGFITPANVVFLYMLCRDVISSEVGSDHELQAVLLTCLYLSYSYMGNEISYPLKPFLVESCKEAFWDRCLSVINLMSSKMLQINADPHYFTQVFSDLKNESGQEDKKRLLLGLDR
cardiac RTF act = cardiac RTF calcium sensitization | IANBD-labeled TnC RTF fluorescence at EC20 calcium; 0% EC20 calcium, 100% full calcium | AID 493008 | actives 0.24% (n = 340,000) | activation, % at 7.2 µM;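 active means activation above the mean over all tested compounds plus 3 SD, cut at about 30% in these data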;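 further: rise in fluorescence read as greater calcium sensitivity of cardiac thin filaments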
dFosB activator = enhances mouse delta FosB homodimer DNA binding | purified delta FosB, TAMRA-CDK5 oligo fluorescence polarization; percent of positive-control signal above neutral wells | actives 0.99% (n = 340,000) | P13346 | activation, % at 25 µM;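 active means mean activation above about 17%, with every replicate also reaching it, limit read from the data, passing the limit was not always enough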;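 further: fluorescence polarization rise as delta FosB binds a TAMRA Cdk5 AP-1 oligo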
Mot1-301 SUMO = blocks SUMOylation pathway, rescuing yeast Mot1-301 growth | growth rescue, % at 18.8 µM | S. cerevisiae Mot1-301 growth rescue, ATP luminescence, 38.5C; percent above DMSO median, 100 means doubled | actives 1% (n = 320,000);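 active means every valid replicate shows activation above 250% relative to neutral control wells; inactive means the rest, any valid replicate at or below 250%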;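 further: OY570 slx delta 5 strain wells were the positive control but not used for scaling; some compounds called inactive have numbers as strong as hits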
PfHsp90 set2 = reduces growth (ATP signal) of yeast expressing P. falciparum Hsp90 | S. cerevisiae expressing PfHsp90, BacTiter-Glo ATP, 48 h; yeast lacking PDR1 and PDR3 efflux regulators | inhibition, % at 9.4 µM | actives 0.32% (n = 310,000) | AID 504621;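 active means every replicate shows inhibition above about 80%, whatever the replicate mean, limit read from the data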;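 further: 0% = DMSO neutral controls and 100% = 20 µM radicicol positive controls; yeast relying on Plasmodium falciparum Hsp90 in place of its own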
PvdQ inh = blocks Pseudomonas aeruginosa PvdQ acylase activity; purified PvdQ acylase, fluorescence plate reader; inhibition, % at 10 µM; actives 0.063% (n = 340,000); AID 488965; in the data active means inhibition above about 30%, passing the limit was not always enough;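 further: 0% = vehicle neutral wells and 100% = reference inhibitor wells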
Rtt109 Vps75 = C. albicans Rtt109 histone acetyltransferase inhibition; Q5AAJ8; AID 540336; purified Rtt109/Vps75, ThioGlo CoA-SH fluorescence, 4 h; actives 0.16% (n = 330,000); inhibition, % at 34.9 µM;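 active means inhibition of at least 50% in every replicate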
Target sequence (Q5AAJ8 whole entry, looked up): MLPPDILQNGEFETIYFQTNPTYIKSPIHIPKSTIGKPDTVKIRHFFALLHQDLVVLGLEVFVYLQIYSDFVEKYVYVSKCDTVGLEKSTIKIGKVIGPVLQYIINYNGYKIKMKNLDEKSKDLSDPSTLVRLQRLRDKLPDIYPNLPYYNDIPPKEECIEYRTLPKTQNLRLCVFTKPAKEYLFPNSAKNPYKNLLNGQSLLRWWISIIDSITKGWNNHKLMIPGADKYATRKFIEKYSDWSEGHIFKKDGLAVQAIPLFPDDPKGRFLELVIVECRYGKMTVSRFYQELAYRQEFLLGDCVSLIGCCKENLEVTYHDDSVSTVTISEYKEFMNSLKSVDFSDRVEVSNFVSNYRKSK
NSD2 HMT inh = NSD2 (human) methyltransferase inhibition | O96028 | NSD2 peptide methylation, AlphaScreen, 120 min | inhibition, % at 12.5 µM | actives 0.54% (n = 310,000); in the data active means inhibition above about 50%
RTF Ca sens inh = cardiac RTF calcium desensitization; P19429+P45379; IANBD-labeled cardiac RTF, Ca2+ fluorescence; inhibition, % at 7.15 µM; actives 0.12% (n = 340,000);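 active means inhibition above the mean inhibition of all tested compounds plus 3 SD, cut at about 17% in these data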;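 further: assay run at fixed EC70 calcium of 1.6 mM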
C-LANA FP = inhibitors of KSHV LANA C-terminal domain DNA binding. MBP-C-LANA/FAM-LBS DNA binding, fluorescence polarization. inhibition, % at 9 µM. actives 0.078% (n = 340,000);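 active means highest replicate inhibition at or above 60% at 9 µM, even if other replicates fall short; inactive means all replicates below 60% inhibition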;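 further: 0% = neutral control wells and 100% = 4 µM acridine orange control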
Keap1 Nrf2 FP = disrupts human Keap1 binding to Nrf2 peptide; Keap1 Kelch-Nrf2 peptide fluorescence polarization, 1536-well; inhibition, % at 9.4 µM; actives 0.15% (n = 340,000); AID 504523; in the data active means inhibition above about 12%;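 further: human Keap1 Kelch domain with fluorescein labeled Nrf2 9mer peptide probe; 0% = neutral control wells and 100% = peptide positive control; higher means more block of Keap1 binding to Nrf2 peptide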
Numbers without * were called inactive; x = no result given.

No.	compound	CDK5 inh	cardiac RTF act	dFosB activator	Mot1-301 SUMO	PfHsp90 set2	PvdQ inh
1	COc1cc(CN(C(=S)NCC(=O)NC2CC2)C2CCCC2)cc(OC)c1OC	-0.5	-6	3	3	0	-3
2	CC(C)C[C@H](NC(=O)[C@@H]1Cc2ccccc2CN1)C(=O)Nc1ccc(C(C)C)cc1	-0.2	-3	23*	-8	14	1
3	COC(=O)c1cc(C(=O)N2CCOCC2)cc([N+](=O)[O-])c1	-0.1	5	-4	7	-6	5
4	Cc1ccc(C(=O)NCCNC(=O)COc2ccc(Cl)cc2)cn1	-1.0	-3	0	16	22	-17
5	CC(=O)NCCc1ccc(S(=O)(=O)N(C)C2CCS(=O)(=O)C2)cc1 (centres undefined)	0.7	-4	-1	1	-11	-16
6	COc1cccc(/C=N/NC(=S)Nc2cccc(C(=O)O)c2)c1	0.1	-5	1	10	-5	4
7	COc1ccc2[nH]c3c(c2c1)CCN1C(=O)C(CC(=O)NCC24CC5CC(CC(C5)C2)C4)C[C@H](C(=O)N2CCOCC2)[C@@]31CCC1CCCC1 (some centres undefined)	0.3	2	-13	x	0	-9
8	CN(Cc1n[nH]c(=S)n1C)S(=O)(=O)c1ccccc1	-1.0	-4	4	57	-17	-1

No.	Rtt109 Vps75	NSD2 HMT inh	RTF Ca sens inh	C-LANA FP	Keap1 Nrf2 FP
1	2	-4	-26	-0.8	-1
2	12	-2	2	0.1	1
3	13	-9	15	5.5	-8
4	-1	-6	-17	-0.3	-4
5	1	-1	6	-0.8	-1
6	6	-3	-4	-0.3	-3
7	-2	x	-4	1.6	5
8	x	0	-6	-0.4	-5

No.	compound	CDK5 inh	cardiac RTF act	dFosB activator	Mot1-301 SUMO	PfHsp90 set2	PvdQ inh
9	Cc1oc(-c2ccccc2F)nc1CS(=O)CC(=O)NCc1ccc(Cl)cc1 (centres undefined)	1.1	8	-9	10	-1	-9
10	CCOC(=O)N1CCN(C(=O)C2CCN(S(=O)(=O)c3ccc(NC(C)=O)cc3)CC2)CC1	0.3	-6	-3	-5	-31	-4
11	C[C@H](O)[C@@H]1C(=O)N2CCc3ccc(N4CCOCC4)cc3[C@@H]2C[C@@H]1N(C)C(=O)C(C)(C)C	-0.1	0	-13	x	-30	-10
12	COc1ccccc1NC(=O)NCCN1CCN(c2cccc(Cl)c2)CC1	4.3	1	-18	198	-18	-9
13	CCOc1ccc(NC(=O)CN(C)C(=O)CN2C(=O)c3ccc([N+](=O)[O-])cc3C2=O)cc1OCC	-1.0	-7	-8	x	-3	-16
14	CCOC(=O)C(=O)C1=C(N2CCOCC2)/C(=C\c2cccc([N+](=O)[O-])c2)CC1	-0.9	7	2	x	25	-16
15	COc1ccc(-n2c(SCC(=O)/C(C#N)=C(\C)N)nc3ccccc3c2=O)cc1OC	-1.8	-1	-25	203	4	-8
16	Cc1ccc(S(=O)(=O)NCCC(=O)NC2CCCC2)cc1	-3.9	0	-4	-12	3	-11

No.	Rtt109 Vps75	NSD2 HMT inh	RTF Ca sens inh	C-LANA FP	Keap1 Nrf2 FP
9	4	11	2	0.4	-3
10	2	5	-1	-0.4	-1
11	0	x	-6	1.1	-1
12	-3	0	-1	3.2	-1
13	-12	-3	-3	1.0	-3
14	-4	9	-3	-0.2	-3
15	-5	-1	2	0.3	-1
16	-1	1	-18	2.3	-5

Profiles as entered above. Order of values: CDK5 inh, cardiac RTF act, dFosB activator, Mot1-301 SUMO, PfHsp90 set2, PvdQ inh, Rtt109 Vps75, NSD2 HMT inh, RTF Ca sens inh, C-LANA FP, Keap1 Nrf2 FP
COc1cccc(/C=N/NC(=S)Nc2cccc(C(=O)O)c2)c1 across the screens: 0.1, -5, 1, 10, -5, 4, 6, -3, -4, -0.3, -3
CCOc1ccc(NC(=O)CN(C)C(=O)CN2C(=O)c3ccc([N+](=O)[O-])cc3C2=O)cc1OCC across the screens: -1.0, -7, -8, x, -3, -16, -12, -3, -3, 1.0, -3
CCOC(=O)N1CCN(C(=O)C2CCN(S(=O)(=O)c3ccc(NC(C)=O)cc3)CC2)CC1 across the screens: 0.3, -6, -3, -5, -31, -4, 2, 5, -1, -0.4, -1
Cc1oc(-c2ccccc2F)nc1CS(=O)CC(=O)NCc1ccc(Cl)cc1 (centres undefined) across the screens: 1.1, 8, -9, 10, -1, -9, 4, 11, 2, 0.4, -3
CN(Cc1n[nH]c(=S)n1C)S(=O)(=O)c1ccccc1 across the screens: -1.0, -4, 4, 57, -17, -1, x, 0, -6, -0.4, -5

(continued)
No.	compound	CDK5 inh	cardiac RTF act	dFosB activator	Mot1-301 SUMO	PfHsp90 set2	PvdQ inh
17	COc1ccc2occ(NC(C)=O)c2c1	5.8	0	0	57	-91	-16
18	CCOC(=O)C(NC(C)=O)(OCc1ccc(F)cc1)C(F)(F)F (centres undefined)	0.4	1	-1	16	17	3
19	Cc1c(C#N)c(SCC(N)=O)nc2c1CCCC2	1.4	-4	1	632	-12	-14
20	O=C(C1CCC1)N1CCc2cc(S(=O)(=O)NCCCN3CCCCC3)ccc21	-0.4	0	-2	3	5	-4
21	O=C(NCCc1ccc(F)cc1)Nc1ccccc1Cl	-2.9	1	1	-8	-37	-11
22	CC(CC(=O)O)CC(=O)Nc1ccc(S(N)(=O)=O)cc1 (centres undefined)	-6.8	11	-5	-4	18	-4
23	O=C(c1ccco1)N1N=C(c2cccs2)CC1c1ccco1 (centres undefined)	0.7	0	-6	-12	1	-6
24	Cn1ncc2c(O/N=C(\N)c3ccc(C(F)(F)F)cc3)ncnc21	0.5	16	-24	-4	-3	1

No.	Rtt109 Vps75	NSD2 HMT inh	RTF Ca sens inh	C-LANA FP	Keap1 Nrf2 FP
17	3	2	-9	-1.0	-3
18	6	-1	-9	-0.5	1
19	6	0	-7	0.2	0
20	1	11	-2	-0.6	1
21	-21	-2	1	-0.9	-4
22	-15	-1	-11	0.1	-3
23	-1	2	0	1.1	1
24	3	x	-4	-0.5	5

No.	compound	CDK5 inh	cardiac RTF act	dFosB activator	Mot1-301 SUMO	PfHsp90 set2	PvdQ inh
25	CCN1CCN(C(=O)CSCc2nc(-c3ccc(OC)c(OC)c3)oc2C)CC1	1.8	1	2	-8	2	-1
26	CCN1CCN(c2nc(C)nc3c2sc(=S)n3C)CC1	1.4	-4	7	x	-2	-4
27	CCOc1ccc(N(CC(=O)NCc2ccc(F)cc2)S(=O)(=O)c2c(C)noc2C)cc1	-0.3	3	2	24	-16	-17
28	CC(Cc1ccccc1)NC(=O)CCCN1C(=O)c2ccccc2C1=O (centres undefined)	-1.2	3	-7	-8	-6	-10
29	CC(=O)Nc1cccc(NC(=O)c2ccccc2OCc2c(C)noc2C)c1	-3.6	6	-12	181	-12	-5
30	CSC(=NNC(=O)c1ccccc1O)SC	0.8	4	-3	-15	-2	-9
31	COc1cc(C(=O)N2CCN(S(=O)(=O)c3cc(C)ccc3C)CC2)ccc1OCC(=O)N1CCOCC1	0.8	-4	0	x	x	3
32	Cc1c(Cc2ccccc2)c(=O)oc2c(C)c(OCC(=O)NCC3CCC(C(=O)O)CC3)ccc12 (centres undefined)	-0.2	4	-3	-10	-2	-16

No.	Rtt109 Vps75	NSD2 HMT inh	RTF Ca sens inh	C-LANA FP	Keap1 Nrf2 FP
25	-3	x	-6	0.1	-3
26	-4	x	0	-0.1	-1
27	-11	x	-10	-0.6	-4
28	-4	-2	-3	0.7	-3
29	3	3	-3	-0.3	-6
30	-11	1	-3	-0.6	3
31	5	-2	-5	-0.5	-4
32	4	x	-4	2.1	1

No.	compound	CDK5 inh	cardiac RTF act	dFosB activator	Mot1-301 SUMO	PfHsp90 set2	PvdQ inh
33	CCc1ccccc1NC(=S)N(CCN1CCOCC1)C1CCN(C(C)=O)CC1	0.7	-2	-4	10	-8	13
34	COc1ccc(C(Nc2cccc([N+](=O)[O-])c2)P(=O)(OC(C)C)OC(C)C)cc1 (centres undefined)	-0.3	5	-5	-30	-1	7
35	CCCCN(C(=O)CSc1nnc(Nc2ccccc2)s1)c1c(N)n(CCC)c(=O)[nH]c1=O	-1.2	1	-13	92	5	2
36	COc1ccc(Cc2nnc(NC(=O)c3c(-c4ccccc4)noc3C)s2)cc1OC	-2.1	2	-14	1	14	-10
37	COc1ccc(C(=O)n2cnnc2N)cc1	-0.4	-4	-7	172	13	-3
38	CC(C)(C)C(=O)COC(=O)CNC(=O)c1ccc(Oc2ccccc2)cc1	-0.1	7	-10	-8	-15	2
39	COc1ccc(NC(=O)CSc2nnnn2C2CC3C=CC2C3)cc1 (centres undefined)	x	2	-7	16	16	-17
40	COc1ccccc1C(=O)NCCCNc1ccc([N+](=O)[O-])cc1	-0.1	-2	-2	-7	2	-17

No.	Rtt109 Vps75	NSD2 HMT inh	RTF Ca sens inh	C-LANA FP	Keap1 Nrf2 FP
33	9	-1	-1	2.1	-4
34	5	2	-6	0.3	-2
35	30	5	-12	-0.6	1
36	-1	x	-6	-0.7	4
37	-5	6	-21	1.2	6
38	3	-1	-11	-1.5	4
39	0	-3	-6	-0.7	3
40	-3	1	-2	1.0	-4

No.	compound	CDK5 inh	cardiac RTF act	dFosB activator	Mot1-301 SUMO	PfHsp90 set2	PvdQ inh
41	COc1ccccc1N(CC(=O)NCCSC(C)(C)C)S(C)(=O)=O	-0.4	0	4	-18	11	-7
42	CCN(CC(=O)NCc1cccs1)C(=O)c1cccc(S(=O)(=O)Nc2cccc(C)c2)c1	0.0	2	-4	-14	x	0
43	CCN(CC(=O)Nc1ccc(OC)cc1)CC(=O)Nc1cccc(C#N)c1	-0.3	2	-10	-19	-9	-16
44	COc1ccc(NC(=O)C2CC(=O)OC2(C)C)cc1 (centres undefined)	0.7	0	-4	12	9	1
45	O=C(CSc1cn[nH]n1)Nc1ccc(Cl)cc1Cl	-0.8	3	7	0	-11	-26

No.	Rtt109 Vps75	NSD2 HMT inh	RTF Ca sens inh	C-LANA FP	Keap1 Nrf2 FP
41	5	-1	-2	-0.2	-3
42	14	-1	-9	-0.3	4
43	1	-1	-6	0.6	-10
44	2	2	0	-1.3	1
45	-2	-5	-9	-1.9	-2
